Source: PubChem
Peg3 promoter: reduces Peg3 promoter-driven luciferase expression in HeLa. HeLa PEG-Prom luciferase reporter, luminescence, overnight. inhibition, % at 20 µM. 360,000 tested, 1.7% active. AID 588405;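 active means inhibition of at least 50% at 20 µM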
HIF-2a inh: blocks HIF-2a reporter activity; 786-0 RCC cells HIF-2a reporter, luciferase luminescence, overnight; inhibition, % at 18.8 µM; 360,000 tested, 0.72% active;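 active means inhibition of the luminescence signal of 40% or more relative to plate controls, in a single-dose primary screen at 18.75 µM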
EBV LMP1 NFkB: Epstein-Barr LMP1 NF-kappaB reporter inhibition. LMP1-induced NF-kappaB luciferase reporter cells, luminescence. inhibition, % at 12.5 µM. 350,000 tested, 0.69% active. AID 504558; in the data active means inhibition above about 41%;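 further: 0% = neutral control wells and 100% = reference inhibitor control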
KKLEB cytotox: reduces viability of KKLEB cystic fibrosis airway cells; KKLEB CF airway cells viability, ATPlite luminescence, overnight; active compounds read low; cells stimulated with P. aeruginosa culture filtrate; activity change (cytotoxicity), % at 5 µM; 360,000 tested, 0.36% active;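 active means corrected activity change at or below -50% at 5 µM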
iPSC survival up: enhancers of human iPSC single-cell survival; survival enhancement, % at 20 µM; 360,000 tested, 0.044% active; hiPSC single-cell survival, ATPlite luminescence; 100% = ROCK inhibitor wells, 0% = DMSO; in the data active means survival enhancement above about 18%;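 further: cells exposed to compounds for 16 hours before the ATP read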
CF NFkB block: blocks PAF-induced NF-kB reporter in cystic fibrosis cells. KKLEB NF-kB-GFP reporter, GFP fluorescence overnight. inhibition, % at 5 µM. 360,000 tested, 0.86% active;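 active means at least 50% inhibition at 5 µM, scaled per plate between neutral and stimulator controls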;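 further: PAF is a Pseudomonas aeruginosa culture filtrate used as stimulus; plate controls were PAF-stimulated DMSO wells for no effect and unstimulated DMSO wells for full effect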
Shn3 inh set2: inhibitors of Schnurri-3 3'UTR reporter in osteoblasts | Clone20 osteoblast Shn3 3'UTR firefly luciferase, 24 h | inhibition, % at 12.5 µM | 360,000 tested, 0.52% active | AID 588674;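 active means mean inhibition of at least 75% with every replicate also reaching 75%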;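 further: 0% = median of neutral control wells and 100% = pilot-screen positive control compound; some compounds past the cut are filed as inactive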
NR2E3 ag-1: NR2E3 (human) agonism. Q9Y5X4. GST-NR2E3/biotin-RetCOR TR-FRET, 1536-well. inhibition of corepressor binding, % at 4.78 µM. 320,000 tested, 0.12% active. AID 2300;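 active means percent inhibition above the cutoff of mean plus 3 SD of all tested compounds, set per screening campaign, cut at about 20% in these data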;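 further: 0% = DMSO wells and 100% = biotin wells as full block of FRET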
Target sequence (Q9Y5X4 whole entry, looked up): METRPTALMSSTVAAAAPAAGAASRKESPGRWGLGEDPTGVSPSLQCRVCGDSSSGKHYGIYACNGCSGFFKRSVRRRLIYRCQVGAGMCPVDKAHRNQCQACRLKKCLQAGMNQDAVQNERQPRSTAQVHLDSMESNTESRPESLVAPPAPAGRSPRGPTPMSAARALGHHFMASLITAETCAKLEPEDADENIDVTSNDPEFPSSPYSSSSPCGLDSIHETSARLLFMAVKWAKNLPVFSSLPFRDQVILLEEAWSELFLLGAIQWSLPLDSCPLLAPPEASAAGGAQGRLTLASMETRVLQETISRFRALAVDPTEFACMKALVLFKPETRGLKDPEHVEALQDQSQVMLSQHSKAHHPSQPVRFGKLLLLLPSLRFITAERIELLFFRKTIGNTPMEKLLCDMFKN
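Material: NR2E3–RetCOR corepressor complex / Amount: 1.35 nM GST-NR2E3 / Medium: Tris pH 7.5 / Compound: single nominal compound dose of 4.8 µM / Incubation: 5 h at 4 °C / Technique: TR-FRET, Eu(K)-anti-GST donor, streptavidin-D2 acceptor, ex 340, em 617/671 nm / Read-out basis: percent loss of FRET ratio relative to control wells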
MITF TRPM1 inh: reduces MITF-dependent TRPM1 promoter luciferase signal; SK-MEL-5 TRPM1 promoter luciferase, 24 h; inhibition, % at 12.5 µM; 330,000 tested, 0.83% active; AID 488899;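 active means mean inhibition across replicates of 60% or more, whatever share of single replicates reaches that level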; further: values of inactives mirror those of a sister screen read the other way
C8 TRAIL sens: caspase-8 TRAIL sensitization; NB7+C8 cells + TRAIL, ATPlite viability luminescence; inhibition (viability loss, TRAIL sensitization), % at 10 µM; 360,000 tested, 1% active;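 active means compounds causing at least 50% loss of cell viability in the single-dose screen, relative to plate controls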
NR2E3 ag-2: human photoreceptor-specific nuclear receptor agonism; Q9Y5X4; CHO-S Gal4-NCOR/VP16-NR2E3 two-hybrid, luciferase; inhibition of corepressor binding, % at 3.98 µM; 360,000 tested, 0.35% active; AID 602229;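 active means inhibition above the mean of all tested compounds plus 3 SD, cut at about 70% in these data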;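 further: 0% = DMSO with NR2E3 transfected cells and 100% = cells lacking NR2E3 construct; higher means lower luciferase signal from less NR2E3 corepressor binding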
An asterisk follows results filed as active; · = not tested or not shown. An excerpt; rates above refer to the full screens.

Screens in order – Peg3 promoter	HIF-2a inh	EBV LMP1 NFkB	KKLEB cytotox	iPSC survival up	CF NFkB block	Shn3 inh set2	NR2E3 ag-1	MITF TRPM1 inh	C8 TRAIL sens	NR2E3 ag-2
CCc1cc(C(=O)OCC(=O)N2CCC(c3ccccc3)=N2)sc1C
    7	-13	-18	10	1.0	-21	13	-3	4	-13	-24
O=c1c(Cl)c(N/N=C/c2ccc(Br)cc2)cnn1-c1ccccc1
    -1	-73	2	4	2.3	-14	14	1	9	9	-16
Cn1c(=O)n(C)c2cc(/C=C3/SC(=O)N(CC(=O)N4CCOCC4)C3=O)ccc21
    1	-2	-4	-7	0.2	-32	-36	-1	-5	-9	-10
CN(C)S(=O)(=O)c1cccc(NC(=O)COc2ccccc2C(=O)Nc2ccccc2)c1
    47	-2	5	12	1.0	-9	67	·	·	12	-12
CC(C)Cc1nc2sc3c(=O)[nH]cnc3c2c2c1CCCC2
    8	23	6	9	-0.4	14	13	0	-1	4	4
CCc1n[n+](CC(=O)c2ccccc2)c(N)s1
    -28	-30	52*	-5	-3.7	-5	23	·	-7	59*	-105
CCOC(=O)c1ccc(NC(=O)Nn2cnnc2)cc1
    -21	-18	-5	5	-0.4	-16	12	·	-1	-4	-5
O=C(c1cc(=O)c2ccccc2o1)N1CCN(c2cccc(Cl)c2)CC1
    9	7	-1	14	-0.4	14	8	-6	-4	6	-8
CC(=O)NC1(C(F)(F)F)C(=O)N(Cc2ccccc2)C2=C1C(=O)CC(C)(C)C2 (configuration not stated)
    9	15	3	12	1.1	2	1	3	5	0	2
CCCCCN1C(=O)Cn2c(nc3ccccc3c2=O)C1C (configuration not stated)
    2	14	-7	-17	-0.4	30	9	3	10	13	-4
N#Cc1ccc2sn(-c3ccccc3)c(=O)c2c1
    -123	-237	-13	-1	2.3	-6	-9	·	·	22	-155
CCOC(=O)Cn1c(O)c(N=NC(=O)CNC(=O)Cc2ccccc2)c2ccccc21
    4	4	0	-7	0.3	-10	-17	-6	-7	-11	5
COC1CC(N)C2OC(c3ccccc3)OCC2O1 (configuration not stated)
    11	5	1	-7	1.0	-27	-7	·	·	-11	-8
Cn1c(SCC(=O)NCCC2=CCCCC2)nnc1C(F)(F)F
    3	-11	-3	19	1.2	-4	-6	·	·	-1	26
CC(C)(C)c1nnc2sc(SC/C(O)=C(\C#N)c3nc4ccccc4[nH]3)nn2c1=O
    4	-2	-2	-11	2.8	13	-20	-1	11	9	-21
CCCCOc1ccc(C(O)(CC)CCN2CCOCC2)cc1 (configuration not stated)
    1	9	3	-7	0.4	-10	1	-2	9	-17	-19
COc1ccc(CC(=O)c2ccc(OC)c(OC)c2C)cc1OC
    -65	-89	-8	6	-0.5	-1	47	-1	-28	25	3
CNC(=S)N/N=C/c1ccc(OCC(=O)Nc2c(C)cc(C)cc2C)c(OC)c1
    40	3	18	-14	1.1	-3	-3	-2	1	0	18
c1ccc(CNc2ncnc3c2oc2ccccc23)nc1
    -187	-234	-34	12	0.9	12	-70	2	-46	20	-52
COc1ccc(Cn2c(-c3ccc(OC)cc3)n[nH]c2=S)cc1
    5	11	4	5	-0.5	2	-5	1	4	-8	-56
COc1cc(S(=O)(=O)Nc2ccccc2C)ccc1Cl
    24	10	2	7	-1.7	-17	-22	2	-4	-3	17
O=C(Nc1nonc1NC(=O)c1cccs1)c1cccs1
    29	10	16	-18	2.3	6	79	-3	14	37	10
COCCNC(=S)N/N=C/c1ccc2c(c1)OCCO2
    -37	1	-10	11	-0.5	6	18	1	2	23	-24
Cc1c(C(=O)Nc2cccc(S(=O)(=O)N3CCOCC3)c2)oc2ccc(Br)cc12
    -8	0	-11	6	5.4	-18	26	·	-13	-1	-9
O=C(CCS(=O)(=O)c1ccc(Br)cc1)N1CCN(c2ccccc2)CC1
    7	-1	-7	-3	-3.3	2	4	2	3	-8	-1
CCN(C(=O)CN1CCC(C(=O)OC)CC1)c1c(N)n(Cc2ccccc2)c(=O)[nH]c1=O
    10	-2	-2	4	-1.3	-5	4	·	5	-17	4
Cc1ccccc1OCC1Cc2c(nc(N)c(C#N)c2N)O1 (configuration not stated)
    -251	-182	-25	3	-0.4	-14	-57	2	-75	-7	-38
CN(CC(=O)Nc1ccc(F)c(F)c1F)C(=O)/C=C/c1ccc(Cl)cc1
    2	14	5	3	1.1	-8	-1	0	-1	-18	-12
CCOC(=O)c1cc(C)sc1NC(=O)C1CCC1
    13	-6	2	4	-3.4	2	-10	-2	-4	-14	-5
CCOc1ccccc1CNC(=O)Cn1c(=O)oc2ccccc21
    21	19	1	-11	2.3	-5	-6	0	-9	-26	-14
Clc1nnc(N2CCCCC2)c2ccccc12
    12	16	12	-2	-0.8	8	0	2	7	0	18
O=C(Nc1ccccc1C(=O)N1CCN(Cc2ccccc2)CC1)c1ccccc1
    27	2	4	20	-0.1	-4	2	2	-4	-3	-13
COc1ccc(C(=O)c2c(C)oc3ccc(O)cc23)c(OC)c1
    -2	15	-1	-6	-0.1	13	-1	1	6	-3	-15
Cc1ccccc1OCCSc1nnc(C)n1-c1ccccc1
    -61	-102	-2	16	1.1	-3	-9	3	-16	-6	-26
S=c1[nH]nc(-c2cccs2)n1/N=C/c1cn(-c2ccccc2)nc1-c1cccs1
    -168	-304	·	-6	-0.2	-10	-91	2	·	20	-14
Cc1ccc(C)c(N2CCN(C(=O)CSc3ccsc3[N+](=O)[O-])CC2)c1
    11	9	6	-3	4.1	-10	7	0	9	9	2
CCCCn1c(N)c(N(CC)C(=O)CN2C(=O)NC(C)(c3ccccc3)C2=O)c(=O)[nH]c1=O (configuration not stated)
    -8	7	-5	-10	0.8	-3	-24	1	1	-2	-6
O=C(CCn1cnnn1)Nc1ccccc1F
    14	27	0	6	-0.4	-15	9	0	-14	-3	-1
CCOc1ccc(CCNC(=O)COC(=O)c2ccc(S(=O)(=O)N3CCCC3)cc2)cc1OCC
    -6	10	0	-7	-0.3	16	-11	0	3	1	0
COC(=O)c1ccc(CNC(=O)COC(=O)C2CCC(C(C)(C)C)CC2)cc1 (configuration not stated)
    -9	7	0	-6	-0.1	8	10	4	3	-3	-3
COC(=O)c1sccc1NC(=S)NCc1ccc(Cl)cc1
    14	16	-2	-8	-0.5	-4	10	-1	1	-9	28
C/C(CC(C)(C)c1ccccc1)=N\NS(=O)(=O)c1ccccc1
    14	15	5	-1	-0.9	4	-31	-1	-3	-3	-14
Cc1ccc(NC(=S)NC2CC3CCCC(C2)N3Cc2cccs2)cc1 (configuration not stated)
    -3	-23	7	-25	-3.8	0	54	1	10	14	11
CCCCn1c(=O)[nH]c(=O)c2c1nc(-c1cccc(OC)c1)n2C
    17	15	0	2	0.4	-6	16	1	5	1	-17
N#C/C(C(=O)N1CCCC1)=C1/N=C(N)c2ccccc21
    -53	21	-5	9	5.9	-4	-7	-1	3	8	-24
Cc1ccc(C#CC[N+]2(CC#Cc3ccc(C)cc3)CCCCC2)cc1
    97*	13	14	-24	-4.0	35	76	2	70*	34	-5
CCOc1ccc(C(=O)C(C)OC(=O)Cn2c(C)csc2=O)cc1 (configuration not stated)
    -18	-5	-3	7	-0.2	-1	5	-1	-2	-4	8
CC(C)Cn1c(N)c(C(=O)COC(=O)c2ccccc2F)c(=O)n(C)c1=O
    13	7	10	-22	3.4	0	26	-2	-2	-3	-22
CNc1oc(-c2ccccc2F)nc1S(=O)(=O)c1ccc(C)cc1
    17	7	-10	7	0.2	-5	-2	1	9	-28	-10
Cc1ccc(S(=O)(=O)NCC2CCC(C(=O)O)CC2)cc1 (configuration not stated)
    15	-12	-10	-4	5.7	-7	4	-1	6	-15	2

(cont.)
Screens in order – Peg3 promoter	HIF-2a inh	EBV LMP1 NFkB	KKLEB cytotox	iPSC survival up	CF NFkB block	Shn3 inh set2	NR2E3 ag-1	MITF TRPM1 inh	C8 TRAIL sens	NR2E3 ag-2
COc1cccc(CN2CCC2(C)C(=O)Nc2ccc(C)cc2)c1F (configuration not stated)
    -3	4	·	2	-1.0	5	-3	·	·	-7	-27
O=C(c1cccs1)N(Cc1ccccn1)Cc1ccco1
    23	15	-3	0	0.6	8	-8	-2	3	2	10
COc1cc(-c2noc(-c3cccc(Cl)c3)n2)cc(OC)c1OC
    -7	1	3	9	-0.8	10	0	4	-8	0	-42
COc1ccc(CC(=O)N[C@@H](CCSC)C(=O)N2CCC3(CC2)NCCc2[nH]cnc23)cc1
    2	9	1	3	-0.5	-28	-11	-2	-21	-14	-15
COc1ccc(CNC(=O)c2sc(=O)n(Cc3ccc(S(=O)(=O)N(C)C)cc3)c2C)cc1
    10	-14	·	-1	2.1	-7	49	·	·	13	31

Compound profiles (already shown):
`Cc1c(C(=O)Nc2cccc(S(=O)(=O)N3CCOCC3)c2)oc2ccc(Br)cc12` reads Peg3 promoter: -8; HIF-2a inh: 0; EBV LMP1 NFkB: -11; KKLEB cytotox: 6; iPSC survival up: 5.4; CF NFkB block: -18; Shn3 inh set2: 26; NR2E3 ag-1: ·; MITF TRPM1 inh: -13; C8 TRAIL sens: -1; NR2E3 ag-2: -9
`COC(=O)c1sccc1NC(=S)NCc1ccc(Cl)cc1` reads Peg3 promoter: 14; HIF-2a inh: 16; EBV LMP1 NFkB: -2; KKLEB cytotox: -8; iPSC survival up: -0.5; CF NFkB block: -4; Shn3 inh set2: 10; NR2E3 ag-1: -1; MITF TRPM1 inh: 1; C8 TRAIL sens: -9; NR2E3 ag-2: 28

Nine entries from above, sorted by length of the SMILES, highest first:
Screens in order – Peg3 promoter	HIF-2a inh	EBV LMP1 NFkB	KKLEB cytotox	iPSC survival up	CF NFkB block	Shn3 inh set2	NR2E3 ag-1	MITF TRPM1 inh	C8 TRAIL sens	NR2E3 ag-2
COc1ccc(CC(=O)N[C@@H](CCSC)C(=O)N2CCC3(CC2)NCCc2[nH]cnc23)cc1
    2	9	1	3	-0.5	-28	-11	-2	-21	-14	-15
COc1ccc(CNC(=O)c2sc(=O)n(Cc3ccc(S(=O)(=O)N(C)C)cc3)c2C)cc1
    10	-14	·	-1	2.1	-7	49	·	·	13	31
CC(C)Cn1c(N)c(C(=O)COC(=O)c2ccccc2F)c(=O)n(C)c1=O
    13	7	10	-22	3.4	0	26	-2	-2	-3	-22
CCCCn1c(=O)[nH]c(=O)c2c1nc(-c1cccc(OC)c1)n2C
    17	15	0	2	0.4	-6	16	1	5	1	-17
Cc1ccc(C#CC[N+]2(CC#Cc3ccc(C)cc3)CCCCC2)cc1
    97*	13	14	-24	-4.0	35	76	2	70*	34	-5
CNc1oc(-c2ccccc2F)nc1S(=O)(=O)c1ccc(C)cc1
    17	7	-10	7	0.2	-5	-2	1	9	-28	-10
COc1cccc(CN2CCC2(C)C(=O)Nc2ccc(C)cc2)c1F (configuration not stated)
    -3	4	·	2	-1.0	5	-3	·	·	-7	-27
N#C/C(C(=O)N1CCCC1)=C1/N=C(N)c2ccccc21
    -53	21	-5	9	5.9	-4	-7	-1	3	8	-24
O=C(c1cccs1)N(Cc1ccccn1)Cc1ccco1
    23	15	-3	0	0.6	8	-8	-2	3	2	10
